# From PubChem BioAssay
# SENP8 block-1 – blocks human SENP8 cleavage of Nedd8 substrate; recombinant SENP8, Nedd8 substrate fluorescence; inhibition, % at 20 µM; hit rate 0.64% among 360,000; AID 602440; in the data active means inhibition mostly above about 40%, no sharp cut-off; inactive means mostly below about 27%
# Target sequence (Q96LD8 whole entry, looked up): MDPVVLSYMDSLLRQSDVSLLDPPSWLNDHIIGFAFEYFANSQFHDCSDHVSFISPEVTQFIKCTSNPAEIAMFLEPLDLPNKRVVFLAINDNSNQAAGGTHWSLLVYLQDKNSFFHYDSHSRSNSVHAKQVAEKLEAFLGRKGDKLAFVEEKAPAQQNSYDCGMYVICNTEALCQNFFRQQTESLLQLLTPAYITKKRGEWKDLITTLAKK
# SENP1 inh – SENP1 (human) catalytic domain inhibition; Q9P0U3; recombinant SENP1 catalytic domain, CyPet-SUMO1-YPet FRET cleavage; inhibition, % at 10 µM; hit rate 0.21% among 360,000; AID 624204;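 active means inhibition at least 30% at 10 µM, raw YFP signal under a set limit, fluorescence ratio 0.5 to 1.5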;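 further: 0% = enzyme with DMSO and 100% = no enzyme wells; some results filed as inactive read as strong as hits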
# Target sequence (Q9P0U3 419-644 limits assumed): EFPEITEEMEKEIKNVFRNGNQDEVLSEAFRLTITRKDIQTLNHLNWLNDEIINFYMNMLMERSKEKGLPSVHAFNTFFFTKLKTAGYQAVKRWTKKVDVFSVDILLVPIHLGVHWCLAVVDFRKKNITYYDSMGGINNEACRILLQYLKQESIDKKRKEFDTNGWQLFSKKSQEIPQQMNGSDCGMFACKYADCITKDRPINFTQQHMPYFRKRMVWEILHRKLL
#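 Material: hSENP1 catalytic domain, recombinant; medium: Tris pH 8 with BME, BSA, NP40 and catalase; compound: single concentration of 10 µM compound, 0.5% DMSO final; technique: FRET read of cyan and yellow fluorescence; timing: 50 min enzyme reaction, room temperature, light-protected; reagent: SFCypet-SUMO1-SFYpet substrate at 25 nM; control set: no-enzyme low, enzyme-DMSO high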
# SENP6 block – inhibitors of human SENP6 protease; inhibition, % at 10 µM; Q9GZR1; hit rate 1.8% among 330,000; AID 2599; Recombinant SENP6 catalytic domain, aminoluciferin luminescence;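 active means inhibition above about 50% at the single tested dose, limit read from the data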;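 further: plate controls were DMSO wells with enzyme for no effect and DMSO wells lacking enzyme for full effect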
# UBC13 polyUb – inhibitors of human UBC13 polyubiquitin chain formation | P61088 | TR-FRET | inhibition, % at 20 µM | hit rate 0.47% among 330,000 | AID 485273; in the data active means inhibition above about 45%, passing the limit was not always enough; inconclusive means no clear call, values can overlap the other calls
# Target sequence (P61088 whole entry, looked up): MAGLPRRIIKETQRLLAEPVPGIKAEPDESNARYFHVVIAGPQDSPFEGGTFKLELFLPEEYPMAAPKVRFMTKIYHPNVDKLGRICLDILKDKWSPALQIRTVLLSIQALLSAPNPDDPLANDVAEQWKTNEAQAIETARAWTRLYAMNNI
# SENP7 inh – blocks the human protease SENP7; Q9BQF6; recombinant SENP7, Z-RLRGG-aminoluciferin luminescence, 40 min; inhibition, % at 5 µM; hit rate 1.5% among 330,000; AID 434973;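 active means inhibition above about 50% at the single test dose, limit read from the data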;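 further: plate controls were DMSO with enzyme for no effect and no enzyme buffer wells for full effect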
# Target sequence (Q9BQF6 706-1050 limits assumed): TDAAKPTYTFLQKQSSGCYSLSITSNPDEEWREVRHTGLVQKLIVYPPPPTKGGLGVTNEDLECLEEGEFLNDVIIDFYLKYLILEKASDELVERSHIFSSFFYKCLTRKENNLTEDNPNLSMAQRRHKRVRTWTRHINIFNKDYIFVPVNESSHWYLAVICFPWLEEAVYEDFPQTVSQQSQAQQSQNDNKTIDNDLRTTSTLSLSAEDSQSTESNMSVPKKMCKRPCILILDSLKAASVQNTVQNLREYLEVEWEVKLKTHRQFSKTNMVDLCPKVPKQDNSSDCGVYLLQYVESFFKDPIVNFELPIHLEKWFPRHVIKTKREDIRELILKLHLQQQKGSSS
# HKDC1 inh – blocks human hexokinase HKDC1 activity. inhibition, % at 20 µM. hit rate 0.16% among 340,000. AID 493160. recombinant HKDC1, G6PDH/diaphorase resazurin coupled fluorescence. Q2TB90;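 active means inhibition above about 35% when tested at 20 µM, limit read from the data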;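 further: plate controls were DMSO wells with enzyme for no effect and DMSO wells lacking enzyme for full effect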
#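 Material – in-house recombinant HK5 (HKDC1) enzyme · Quantity – HKDC1 at 5 µg/mL · Buffer or medium – pH 8.0 Tris buffer with 10 mM MgCl2 · Reagent – glucose with 1 mM ATP · Dosing – single 20 µM dose · Times – reaction time 90 min, room temperature, protected from light · Technique – resorufin fluorescence at 613 nm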
# SENP8 block-2 – inhibitors of human SENP8 protease; purified SENP8, Z-RLRGG-aminoluciferin cleavage, luminescence; Q96LD8; inhibition, % at 10 µM; AID 2540; hit rate 1.2% among 330,000; in the data active means inhibition above about 50%
# PfG6PD inh – PfG6PD (Plasmodium falciparum) enzyme inhibition; AID 504690; PfGluPho enzyme, NADPH resazurin-diaphorase fluorescence; hit rate 0.78% among 350,000; inhibition, % at 20 µM;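 active means inhibition reaching at least a set limit at 20 µM in the primary screen, cut at about 59% in these data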;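 further: 0% = DMSO wells with substrate and 100% = DMSO wells lacking glucose-6-phosphate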
# MIN6 prolif – MIN6 beta-cell proliferation induction; proliferation, % at 10 µM; MIN6 cells proliferation, ATPlite luminescence, 48 h; cells starved in 0.2% serum; 100% = growth in 10% serum; AID 2380; hit rate 0.29% among 330,000;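 active means compounds whose signal lies at least 3.5 SD above the mean of all wells on their plate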;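 further: 0% = DMSO-treated cells in low-serum medium and 100% = 10% serum control; some compounds called inactive have numbers as strong as hits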
# * marks the source's active call; other numbers are inactive results; ? = inconclusive; / = no result given.
SMILES,SENP8 block-1,SENP1 inh,SENP6 block,UBC13 polyUb,SENP7 inh,HKDC1 inh,SENP8 block-2,PfG6PD inh,MIN6 prolif
Cc1ccc(CNC(=O)COc2ccccc2-c2ccccc2)cc1,13,4,-1,1,1,2,4,-9,-1
Cc1ccc(C(=O)N2CCCC(CCC(=O)N3CCN(c4ccccn4)CC3)C2)s1 (stereo not given),-8,2,-7,-1,-2,-2,-11,2,-2
CN(C)c1ccc(C(=S)N2CCN(C(=S)Nc3cccc4ccccc34)CC2)cc1,-160,-1,-30,-4,-6,-1,-3,1,1
COc1ccc(C(=O)CNc2ccccc2C#N)cc1,3,-2,-5,0,-1,-4,-3,-8,-4
COc1ccc(CC(=O)NNC(=S)Nc2ccc(Br)cc2)cc1,7,-1,7,-3,-4,-6,-1,-14,7
COc1cc(C(=O)NCc2nnc(SCC(=O)NCc3ccccc3)o2)cc(OC)c1OC,22,2,2,-2,6,-6,-1,-1,0
CSc1nnc(-c2ccc(NC(N)=S)cc2)o1,-57,-1,-10,-9,4,-9,5,-5,-3
Cc1ccc(S(=O)(=O)N(C)c2ccc(C(=O)N3CCOCC3)cc2)cc1,14,-1,-15,-10,-2,7,-6,-21,0
O=C(CN(c1ccccc1)S(=O)(=O)c1ccccc1)N/N=C/c1ccc(OC2CSC2)cc1,/,/,-9,5,-4,/,-1,/,0
Nc1ccc(N=Nc2ccccc2)cc1[N+](=O)[O-],26,3,/,/,/,-4,/,9,/
CCOC(=O)c1cc([N+](=O)[O-])cc([N+](=O)[O-])c1Sc1ncnc2nc[nH]c12,63*,1,/,/,/,8,/,47,/
O=C(O)C1C2C=CC(C2)C1C(=O)NCc1ccc(Cl)cc1Cl (stereo not given),-3,1,7,-2,6,0,3,-9,4
Cc1ccc(NC(=O)C2COc3ccccc3O2)nc1 (stereo not given),17,-1,12,4,-10,-6,-5,-6,-1
O=C(Cc1ccc(Cl)cc1)Nc1ccc(S(=O)(=O)Nc2cnc3ccccc3n2)cc1,-399,-18,9,-9,-9,-4,1,-37,0
CN(C)CCCNC(=O)C(=O)Nc1cc2c3c(c1)CC(=O)N3CCC2,6,2,15,1,4,-3,7,2,3
COC(=O)N/N=C/c1cn(CCOc2ccccc2OC)c2ccccc12,8,2,0,5,-6,-2,4,8,2
CC(OCc1ccccc1)C(NC(=O)OC(C)(C)C)C(=O)NCC1CCCO1 (stereo not given),2,1,1,4,3,-3,0,-10,-3
Cc1ccc2c(CN3CCN(CCO)CC3)cc(=O)oc2c1C,11,0,-4,12,-1,-7,2,-2,-1
CCN(CC)CCCNC(=O)CSc1nc(-c2ccc(F)cc2)cc(C(F)(F)F)n1,7,0,-6,-6,-4,0,-8,-9,1
COc1ccc(C(=O)O)cc1NC(=S)NC(=O)Cc1ccc(Cl)cc1,15,3,7,-4,-2,7,4,-17,-2
COc1cccc(CC2(CO)CCN(S(=O)(=O)c3ccc(OC)cc3OC)CC2)c1,16,1,-11,2,10,4,2,-10,1
COCc1ccc(C(=O)Nc2ccccc2C(=O)NCc2cccnc2)cc1,-3,2,0,5,-4,-7,10,11,0
O=C(NCc1cnc2ccccn12)C1CCC(=O)N(Cc2cccc(F)c2)C1 (stereo not given),-46,-1,-13,6,0,-4,11,7,-3
CCN(CC)CCn1c(NCc2cc(OC)ccc2OC)nc2ccccc21,27,2,-6,-3,5,-7,-1,0,-1
Cc1onc(-c2ccccc2)c1-c1nc2ccccc2c(=O)o1,-1,4,-10,-7,-6,8,3,-29,0
CC(Nc1ccc(Cl)c(Cl)c1)C(=O)NN (stereo not given),11,2,-5,2,-5,-7,4,-3,-2
O=C(c1cccc(OC2CCN(Cc3ccc(F)cc3)CC2)c1)N1CCCC1,10,0,-4,3,1,-2,6,5,2
COc1ccc(C(=O)COC(=O)Cn2cnc3c2c(=O)n(C)c(=O)n3C)c(OC)c1,2,1,-7,0,-3,-1,3,9,2
CSc1cc(-c2ccccc2)n(C)c(=O)c1C#N,-3,0,-8,8,2,3,11,-2,-3
COc1ccc(/C=N\N=C2/SC(CC(=O)O)C(=O)N2c2ccc(O)cc2)cc1 (stereo not given),0,0,-7,2,2,-3,5,1,0
Cn1c(SCC#N)nc2ccccc2c1=O,8,4,14,5,2,-4,-1,-6,-2
O=C(O)c1ccc(N/N=C/C2=Cc3ccccc3OC2)cc1,-231,-81,101*,-13,99*,0,98*,-27,-3
Fc1ccc(CSc2nc3ccccc3[nH]2)cc1,7,1,83*,-2,7,-8,71*,46,-4
COc1ccc(-c2c(C#N)c(SCC(=O)c3cc4ccccc4oc3=O)nc(C)c2C(=O)Nc2ccccc2)cc1,-101,-10,1,6,1,12,3,-7,-6
Cc1ccc(Cn2c(C)nc3ccc([N+](=O)[O-])cc3c2=O)cc1,13,1,13,-4,13,-5,-11,10,-3
COC(=O)c1ccc(N2CCN(C)CC2)c(NC(=O)c2ccc(-c3ccc(Cl)cc3)o2)c1,-96,-1,-3,?,2,-6,4,23,-7
O=S(=O)(Nc1ccc(N2CCOCC2)cc1)c1ccc(Cl)s1,20,0,5,-7,-5,0,-15,-4,-3
COC(=O)c1ccc2c(=O)n(C3CCCCC3)c(SCC#N)nc2c1,-4,1,6,2,-6,1,-4,-10,-3
Cc1ccc(S(=O)(=O)CCC(=O)N(C)C2CCCCC2)cc1,1,1,-15,2,-6,-6,-3,-4,0
CCCn1c(SC(C)C(=O)NC2CC2)nnc1-c1ccncc1 (stereo not given),5,0,-8,0,5,-5,-6,5,1
Cc1ccc(C(=O)OCC(=O)N2CC(=O)Nc3ccccc32)s1,6,1,-4,1,0,0,-10,-6,-1
CCn1c(Cn2nnc(-c3ccccc3)n2)nnc1SCC(=O)Nc1cccc(C)c1C,6,4,5,7,7,-12,3,-12,-2
CN(C)S(=O)(=O)c1ccc(C(=O)NCC(=O)N/N=C/c2ccccc2)cc1,9,1,-3,-6,5,-9,2,-9,-1
COc1cccc(CNS(=O)(=O)c2ccc3c(c2)N(C(C)=O)CCO3)c1,4,0,16,-3,-6,-2,3,-3,1
Cn1cc(Br)c(C(=O)N2CCCCCC2)n1,8,1,-5,-2,1,-7,1,8,4
COc1cc(-c2noc(C)c2C(=O)NCCCN2CCCC2=O)cc(OC)c1OC,-10,1,-18,-2,-5,-4,-17,-2,-2
CCC(C)[C@@H](C(=O)Nc1ccc2c(c1)OCO2)N1Cc2ccccc2C1=O (stereo not given in full),4,-9,20,-5,-3,4,2,17,-3
COC(=O)C(NC(C)=O)(Nc1sc2c(c1C(N)=O)CCCC2)C(F)(F)F (stereo not given),1,8,3,?,-5,-7,-5,4,-4
O=C(CN1CCN(Cc2ccccc2)CC1)Nc1ccc(Br)cc1,10,-1,-38,3,-7,-1,-10,2,-1
CC1CCCC(NC(=O)NC(=O)COC(=O)c2ccc(O)cc2O)C1C (stereo not given),3,0,-15,8,-9,-1,-17,-12,-3
CCOC(=O)[C@H]1[C@H]2COc3ccc(Cl)cc3[C@@H]2N2C(=O)c3ccc(F)cc3NC(=O)[C@@]12C,10,1,-15,5,0,7,-9,20,-4
Cc1ccc(C(=O)ON=C2CCN(S(=O)(=O)c3ccccc3)CC2)cc1,7,2,/,/,/,-4,/,-2,/
CCCN(CCC)CCCNC(=O)c1ccc2c(c1)N(CC)C(=O)c1ccccc1S2=O (stereo not given),6,-1,4,0,9,-1,2,13,-1
CCCCNC(=O)CN(CCc1ccccc1)S(C)(=O)=O,16,2,9,6,3,-11,6,4,-2
Cc1ccc(-c2nc(CS(=O)CC(=O)N3CCN(c4ccc(F)cc4)CC3)c(C)o2)cc1 (stereo not given),-4,-1,7,4,-1,4,1,-19,-4
Cc1ccc(C)c(CSc2nnc(-c3ccccn3)n2N)c1,7,2,11,-4,-5,0,4,-5,-4
CC1CC(Nc2ccccc2)c2ccccc2N1C(=O)c1cccnc1 (stereo not given),3,-8,-6,1,0,2,1,-7,-2
CN(Cc1nccn1C)C(=O)c1ccc2nc(Cc3ccccc3F)oc2c1,8,4,-2,7,-1,3,-3,7,-2
CCCCN(Cc1cc2cc(OC)ccc2[nH]c1=O)C(=O)c1ccco1,-486,13,-10,-4,10,7,-7,-4,1
CC(=O)NCCn1c(SCC(=O)NCCC(C)C)nc2ccccc2c1=O,9,1,-16,-13,-4,5,-11,-5,-3

# More results.
SMILES,SENP8 block-1,SENP1 inh,SENP6 block,UBC13 polyUb,SENP7 inh,HKDC1 inh,SENP8 block-2,PfG6PD inh,MIN6 prolif
CCn1c(=NC(=O)CS(=O)(=O)c2ccc(F)cc2)sc2cccc(OC)c21,-263,-26,-9,33,10,7,-3,12,-7
Cc1cccc(C)c1N1CCN(S(=O)(=O)N2CCOCC2)CC1,1,-75,-3,1,8,4,2,-8,-1
COc1ccc(Sc2nc(-c3ccccn3)ncc2OC)cc1,13,3,2,12,9,0,-3,44,-4
CC(C)Oc1ncnc2c1[nH]c1ccccc12,-237,-3,-10,14,4,-1,-8,16,-4
NC(N)=Nc1cc2ccccc2c2ccccc12,/,/,42,-5,23,/,23,/,-2
OC1(c2ccc(F)cc2)CCN(Cc2nnnn2Cc2cccs2)CC1,13,-2,-16,6,-2,-6,9,-11,-2
COCC(=O)N1CCC(Oc2ccc(C(=O)N3C[C@H]4CC[C@H]3C4)cc2)CC1,-8,0,3,5,-4,-7,6,9,0
CN(C)c1ccc2c(c1)C(=NO)c1ccccc1-2,24,9,/,/,/,6,/,22,/
Nc1ccc(C(=O)NC2CCSc3ccccc32)cc1[N+](=O)[O-] (stereo not given),27,0,-25,-7,5,-2,5,11,4
CCCCNC(=S)N(CCN(CC)CC)Cc1cc2cc3c(cc2[nH]c1=O)OCO3,-329,-7,-10,8,11,5,-5,-5,-2
COCCNC(=O)c1cc(S(=O)(=O)N2CCCCC2)ccc1N1CCOCC1,-29,2,-15,-4,-6,-6,-6,-13,-3
COc1ccc(N(C)C(=O)C2CCN(S(=O)(=O)c3cccc4nonc34)CC2)c(OC)c1,12,3,-6,0,-3,-1,6,1,0
O=C(Nc1nnc(C2=COCCO2)o1)c1ccc([N+](=O)[O-])cc1,11,1,3,-18,1,4,-14,19,-4
O=C(O)c1ccc(CSc2nnc(SCc3ccccc3)s2)cc1,16,0,-26,4,-2,10,3,-22,0
